USP2a block: qHTS Assay for Inhibitors of Ubiquitin-specific Protease USP2a Using CHOP2 as the Reporter | AID 463254, 2010 | Potency, µM (series often up to 38.3 µM), without a hit: at the top dose activity change, negative = inhibition, most hits filed as inhibitors | 330,000 tested, 0.01% active | USP2 core, Ub-CHOP2 coupled fluorogenic reporter, 485/531;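 note: potency is the fitted concentration of half-maximal effect; plate controls were DMSO wells for no effect and full inhibition by NEM control for full effect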
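USP2 core (10nM final) preincubated 30min RT with compound in 20mM Tris-HCl pH 8.0, 2mM CaCl2, 2mM beta-mercaptoethanol, 0.05% CHAPS; 25nM Ub-CHOP2 plus 25nM reporter substrate added, fluorescence (Ex485/Em531) read after 60min.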
uPA surface inh: qHTS for Inhibitors of Cell Surface uPA Generation. Potency, µM (titrated, usually from 38.3 µM), for inactives: at the top dose activity change, negative = inhibition, hits mostly inhibitors. 330,000 tested, 0.31% active. AID 540303, 2011. cell surface uPA generation assay, qHTS; active = well fitted inhibition curve with a large enough effect; inconclusive = small, poorly fitted or top-dose-only effect; inactive = no such curve, though single readings can be large or run the other way; tested in mouse RAW 264.7 cells; note: potency is the fitted concentration of half-maximal effect; % is set by controls: 0 for no effect and ±100 for the full control effect; nearly all actives have a fitted effect of over 55% in size
Eya2 phos inh: qHTS Assay for Inhibitors of the Phosphatase Activity of Eya2 | 330,000 tested, 0.006% active | AID 488837, 2010 | Potency, µM (series often up to 76.9 µM), without a hit: at the highest dose activity, negative = inhibition, actives largely listed as inhibitors | Protein phosphatase EYA2 (Homo sapiens), O00167 | recombinant Eya2, OMFP fluorescence dephosphorylation (OMFP is methylfluorescein phosphate); note: potency is the fitted concentration of half-maximal effect; % is set by controls: 0 for no effect and ±100 for the full control effect
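Eya2 (0.2 uM) preincubated 10 min at ambient with compound, then OMFP substrate added at 50 uM; 10 min reaction in 50 mM HEPES pH 7.5, 50 mM NaCl, 5 uM MgCl2, 0.05% BSA, 1 mM DTT. Fluorescence read at Ex 485/Em 525 nm.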
S-ASM inh: Inhibitors of Secretory Acid Sphingomyelinase (S-ASM): qHTS | Potency, µM (titrated, usually from 57.5 µM), for the others: at the highest dose activity change, negative = inhibition, hits mostly inhibitors | 340,000 tested, 0.006% active | placental ASM, HMU-PC fluorogenic substrate, 60 min | Sphingomyelin phosphodiesterase (Homo sapiens), P17405; note: potency is the fitted concentration of half-maximal effect
Target sequence (P17405 47-631 limits assumed): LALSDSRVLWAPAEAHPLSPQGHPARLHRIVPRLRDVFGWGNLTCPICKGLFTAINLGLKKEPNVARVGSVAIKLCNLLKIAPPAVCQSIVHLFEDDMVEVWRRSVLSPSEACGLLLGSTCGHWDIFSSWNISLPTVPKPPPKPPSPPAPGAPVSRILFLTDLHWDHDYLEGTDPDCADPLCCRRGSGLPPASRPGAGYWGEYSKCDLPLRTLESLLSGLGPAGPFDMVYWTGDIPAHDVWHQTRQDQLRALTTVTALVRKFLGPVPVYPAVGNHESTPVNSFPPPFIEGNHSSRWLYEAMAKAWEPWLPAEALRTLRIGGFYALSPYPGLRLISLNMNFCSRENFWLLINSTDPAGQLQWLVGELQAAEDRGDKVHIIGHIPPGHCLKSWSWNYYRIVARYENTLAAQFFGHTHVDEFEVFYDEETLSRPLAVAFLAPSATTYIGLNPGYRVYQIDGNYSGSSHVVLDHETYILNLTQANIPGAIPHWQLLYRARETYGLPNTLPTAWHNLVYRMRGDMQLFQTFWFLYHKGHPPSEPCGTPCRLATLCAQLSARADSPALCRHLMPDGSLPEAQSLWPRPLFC
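HMU-PC0 cleavage (9 uM final) by human placental ASM, 60 min at 37 °C following 10 min compound exposure at RT; stopped at pH 10, fluorescence Ex 386/Em 447 nm.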
Integrin act MD: qHTS for Activators of Integrin-Mediated Alleviation for Muscular Dystrophy | alpha7betagal myoblasts, beta-gal FDG fluorescence, 48 h | AID 624291, 2012 | 350,000 tested, 0.064% active | Potency, µM (top dose mostly 38.3 µM), for the others: top-dose activation, hits mostly activators;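 note: potency is the fitted concentration of half-maximal effect; 100% = response of the positive control SU9516; nearly all actives have a fitted effect of over 60% in size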
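Alpha7betagal+/- myoblasts (passage 13) were plated 16-24 hr, then exposed to compounds (1:260 dilution of DMSO stock) for 48 hours at 37C. After MPER lysis, β-galactosidase reporter activity was read as FDG fluorescence (ex 480/em 540) after 30 minutes.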
TRPV1 ag: HTS Assay for Compounds that Act as Agonists of the Vanilloid Receptor 1; Transient receptor potential cation channel subfamily V member 1 (Homo sapiens), Q8NER1; TRPV1-expressing cells, Fluo-8 calcium influx, agonist mode; activation, % at 8.33 µM; 320,000 tested, 0.19% active; AID 540275, 2011; in the data active = activation above about 80%; inconclusive = between about 30% and that limit; note: 0% is about no effect
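Cells expressing TRPV1 were dye-loaded with Fluo-8 and read kinetically: 10 s baseline, 3 min after compound (agonist portion), then 2 min after EC20 capsaicin (allosteric enhancer portion). Calcium-bound dye fluorescence at 480/520 nm.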
ELG1 genotox: qHTS screen for small molecules that induce genotoxicity in human embryonic kidney (HEK293T) cells expressing luciferase-tagged ELG1. HEK293T ELG1-luciferase reporter, luminescence, 16 h. Potency, µM (titrated, usually from 46 µM), for the others: top-dose activity change, positive = activation, hits mostly activators. 330,000 tested, 1.3% active. AID 504466, 2011; note: potency is the fitted concentration of half-maximal effect; % of control where 0% means no effect; nearly all actives have a fitted effect of over 60% in size
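Step 1: seed 2,000 HEK293T ELG1-luciferase cells per well. Step 2: add compound or DMSO, incubate 16 hr at 37 °C. Step 3: ONE-Glo, 30 min at room temperature, read luminescence.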
p53 reactivation: qHTS assay for re-activators of p53 using a Luc reporter; H1299 p53-A138V BP100-luciferase reporter, luminescence, 24 h; Potency, µM (series often up to 92.2 µM), inactives show at the top dose activity change, positive = activation, most hits filed as activators; 320,000 tested, 0.063% active; AID 504706, 2011; note: potency is the fitted concentration of half-maximal effect; % of control where 0% means no effect; nearly all actives have a fitted effect of over 45% in size
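H1299 (p53-null), stable ts p53-A138V + BP100-Luc; 1000 cells/well, Opti-MEM/10% FBS; cpd 4 pt, 1:5; 24 h, 37 deg C, 5% CO2; detection reagent 10 min RT; luminescence.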
B2AR arrestin: qHTS assay of beta-arrestin-biased ligands of beta2-adrenergic receptor; Potency, µM (series often up to 46.1 µM), for the others: top-dose activation, usual class: activators; Beta-2 adrenergic receptor (Homo sapiens), P07550; beta-arrestin recruitment to beta2AR, cell-based reporter; 330,000 tested, 0.02% active;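 note: potency is the fitted concentration of half-maximal effect; 0% = DMSO controls and full agonism = EC100 isoproterenol or metaproterenol; nearly all actives have a fitted effect of over 65% in size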
Target sequence (P07550 whole entry, looked up): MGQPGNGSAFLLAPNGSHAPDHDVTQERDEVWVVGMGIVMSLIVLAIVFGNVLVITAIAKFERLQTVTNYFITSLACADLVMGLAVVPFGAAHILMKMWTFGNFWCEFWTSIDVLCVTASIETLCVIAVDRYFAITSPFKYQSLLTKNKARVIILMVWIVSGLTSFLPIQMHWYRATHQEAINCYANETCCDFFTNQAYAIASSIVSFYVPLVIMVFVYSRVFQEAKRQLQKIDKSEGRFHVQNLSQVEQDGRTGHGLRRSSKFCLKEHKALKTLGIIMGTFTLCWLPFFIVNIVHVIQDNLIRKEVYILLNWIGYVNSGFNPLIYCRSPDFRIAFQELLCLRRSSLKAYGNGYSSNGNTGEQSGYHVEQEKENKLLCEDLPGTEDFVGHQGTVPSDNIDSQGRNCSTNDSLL
BRCA1 expr act: qHTS Assay to Identify Small Molecule Activators of BRCA1 Expression; MCF7-BRCA1-FFLuc reporter, luminescence, 48 h; response scale: scaled: vehicle 0%, 10 µM genistein 100%; Potency, µM (top dose mostly 46.1 µM), inactives show at the top dose activation, hits mostly activators; 380,000 tested, 1.1% active; AID 624202, 2012; note: potency is the fitted concentration of half-maximal effect; nearly all actives have a fitted effect of over 80% in size; some results filed as inactive show a strong effect at the top dose
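Reporter cells (MCF7, BRCA1 promoter-firefly luciferase) received library compounds across a concentration series for 48 h. End-point luminescence was measured and concentration-effect curves derived after normalization.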
PTAP TSG101 blk: qHTS Assay for Iinhibitors of HIV-1 Budding by Blocking the Interaction of PTAP/TSG101 | Tumor susceptibility gene 101 protein (Homo sapiens), Q99816 | Fluorescence polarization, FITC-PTAP peptide / Tsg101 binding | Potency, µM (titrated, usually from 115 µM), without a hit: top-dose activity change, negative = inhibition, actives largely listed as inhibitors | 340,000 tested, under 10 active; active = well fitted inhibition curve with a large enough effect in the main read-out, with a control signal flat, not every such curve was filed as active; inconclusive = small, poorly fitted or top-dose-only effect, or effect the other way, or a change in a side signal; inactive = no such curve, though single readings can be large or run the other way; note: potency is the fitted concentration of half-maximal effect; % of control where 0% means no effect
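Fluorescence anisotropy tracks displacement of a FITC-tagged PTAP peptide (50 nM) from the Tsg101 binding domain (10 uM), following a 20 min room-temperature incubation at pH 7.5.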
The depositor's hits bear a star; u = inconclusive; x = not tested or not shown; [ ] = another dose, or the depositor's remark. Unless noted, calls come from the whole dose curve; as a rule, active = well fitted curve in the direction sought with a large enough effect; inconclusive = small, poorly fitted or top-dose-only effect, or another doubt; inactive = no such curve, though single readings can be large; an effect the other way counts as inactive or inconclusive.

SMILES | Integrin act MD | uPA surface inh | PTAP TSG101 blk | TRPV1 ag | S-ASM inh | B2AR arrestin | Eya2 phos inh | BRCA1 expr act | ELG1 genotox | USP2a block | p53 reactivation
CN(C)c1ccc(/C=[N+](\[O-])C2N(c3ccccc3)C(=S)SC2(C)C)cc1 (centres undefined) | 11% | -2% | -1% | -1 | -11% | -0.6% | 6% | 1% | -1% | 1% | -8%
C[C@@]12CCC3[C@@](CC[C@@H]4[C@](C)(C(=O)O)CCC[C@@]34C)(C[C@H]1O)C2 (some centres undefined) | -1% | 8% | -2% | 4 | 0% | -0.6% | 6% | 1% | -2% | 0% | -7%
CS(=O)(=O)Nc1ccc(C(=O)Nc2ccc3c(c2)OCO3)cc1 | 4% | 0% | -4% | u | 0% | 0.0% | -2% | 86% | u | -2% | 16%
CCC(C)NC(=O)CSc1nnc(-c2ccncc2)n1-c1ccc(OC)cc1 (centres undefined) | 8% | -3% | -4% | -1 | 2% | 0.4% | 11% | 3% | -1% | 1% | 1%
CSc1nc(C)c2c(n1)N(c1ccc(C(F)(F)F)cc1)CC2 | 9% | 2% | -2% | 3 | 0% | -0.5% | -3% | -16% | 1% | -1% | -2%
C[C@]12c3[nH]c4ccccc4c3CCN1C(=O)C(CC(=O)NCCc1ccccn1)C[C@@H]2C(=O)N1CCCCC1 (some centres undefined) | -3% | -19% | -1% | x | 6% | 0.2% | -1% | 15% | 3% | 1% | -7%
O=C(COc1ccccc1-c1ccccc1)NCc1cccc(Cl)c1 | -70%[inhibitor] | 8% | -7% | 16 | -4% | -0.1% | -11% | -27% | -2% | 2% | -11%
CC(=O)n1nc(-c2ccco2)nc1SCc1ccccc1 | 10% | u | -2% | 3 | -11% | 0.6% | 4% | 11µM* | 15% | 3% | 20%
COCCCNC(=O)CN(c1cc(Cl)ccc1OC)S(=O)(=O)c1ccc(C)c([N+](=O)[O-])c1 | 19% | -4% | -1% | 9 | 0% | 0.3% | 10% | -3% | -3% | -1% | 4%
COc1ccc(-c2nn(CCC(=O)O)cc2/C=N/NC(N)=S)cc1 | 3% | 6% | -4% | 0 | 9% | 0.5% | 2% | -6% | -2% | 1% | -4%
Cn1cc(C(=O)C(=O)NC2CC2)c2ccccc21 | -14% | -1% | -2% | x | 5% | x | x | 5% | x | x | x
CCOc1cc(/C=N\Nc2ncc(F)c(N3CCOCC3)n2)ccc1Oc1nc(Cl)ncc1F | -14% | u | -2% | u | -11% | -0.2% | -7% | -25% | -10% | -1% | 17%
CC(=O)OCC1OC(Nc2cccc(C)c2)C(OC(C)=O)C(OC(C)=O)C1OC(C)=O (centres undefined) | -11% | 11% | 1% | -1 | 6% | -0.6% | 3% | -7% | -1% | 3% | 2%
CCN(CC)S(=O)(=O)c1ccc(Cl)c(C(=O)N2CCc3ccccc32)c1 | -35%[inhibitor] | -4% | -13% | 20 | -7% | 0.5% | -11% | -58% | -5% | 4% | 3%
COc1cc(CCC(=O)OCC(=O)Nc2cccc(S(N)(=O)=O)c2)cc(OC)c1OC | -1% | 1% | -3% | 2 | 1% | -0.6% | -1% | -21% | 1% | -2% | 5%
CCOC(=O)/C=C/C(=O)Nc1ccc(S(=O)(=O)Nc2cc(C)on2)cc1 | u | -1% | -1% | 1 | -5% | -0.5% | -14% | 0% | 1% | -7% | 9%
COc1cc2ccccc2cc1C(=O)Nc1ccncc1 | 0% | -4% | -7% | 26 | 27% | 0.0% | 3% | 13% | 16µM* | 5% | 7%
CCc1ccccc1NC(=O)CCS(=O)(=O)c1ccc2c(c1)CCCN2C(C)=O | -8% | 6% | -5% | 21 | 4% | 0.0% | 0% | -1% | 2% | 3% | -4%
COC(=O)Nc1ccc(S(=O)(=O)N2CCCCC2)cc1 | 21% | x | -5% | -1 | 1% | 0.1% | -4% | -19% | -3% | -1% | -1%
Cc1sc2ncnc(Sc3nnnn3-c3ccc(Cl)cc3)c2c1C | -62%[inhibitor] | -8% | 0% | 2 | -1% | -0.3% | -11% | -105%[inhibitor] | -13% | 0% | 7%
Cc1ccc(NC(=O)Cc2ncon2)cc1Cl | -17% | -9% | -1% | 5 | 0% | 0.8% | 2% | 31% | 5% | 0% | 4%
CC(C)CC(=O)c1c[nH]c(C(=O)NCC2CCCO2)c1 (centres undefined) | 2% | 5% | -4% | 3 | -3% | -0.6% | -4% | -20% | 2% | -3% | 2%
O=C(c1ccc(Cl)cc1)N(Cc1ccco1)C1CCS(=O)(=O)C1 (centres undefined) | 11% | -4% | 2% | 1 | 0% | 0.1% | 1% | -7% | 4% | 0% | x
COc1ccccc1C(=O)NCc1nnc(SCC(=O)Nc2nccs2)n1C | -25% | 0% | -2% | -2 | 2% | 0.1% | -1% | 3% | 0% | 1% | -3%
Cc1ccc(CNC(=O)c2ccc(NS(=O)(=O)c3cccs3)cc2)cc1 | 5% | -3% | 0% | 4 | 4% | 0.2% | -2% | -1% | 7% | 0% | 2%

Additional structures.
SMILES | Integrin act MD | uPA surface inh | PTAP TSG101 blk | TRPV1 ag | S-ASM inh | B2AR arrestin | Eya2 phos inh | BRCA1 expr act | ELG1 genotox | USP2a block | p53 reactivation
CCOC(=O)Nc1sc(C(=O)N(CC)CC)c(C)c1C(=O)OCC | 5% | 2% | -8% | 18 | 3% | 4.1% | -21% | -3% | 0% | 3% | 2%
CCc1ccccc1N1CC23C=CC(O2)C(C(=O)OC)C3C1=O (centres undefined) | -18% | 1% | -3% | -2 | 6% | 0.0% | 2% | 4% | 6% | 3% | -5%
CC(C)(C)OC(=O)C[C@@H]1C/C=C\C[C@@H](CC(=O)NCCO)C(=O)N2CCC[C@H]2COC1=O | 11% | -1% | x | x | 1% | -0.9% | 4% | 9% | 5% | 5% | -1%
O=C(Nc1cccc(Cl)c1)C1CCCN(C2=NS(=O)(=O)c3ccccc32)C1 (centres undefined) | 3% | 1% | 0% | 5 | -10% | -0.8% | u | 0% | 2% | -1% | -11%
CC(C)=CC(=O)OCC(=O)Nc1cc(C)cc(C)c1 | 13% | x | -1% | 9 | -4% | 0.0% | -7% | -2% | -2% | -1% | -1%
CCn1c(CNS(=O)(=O)c2ccc(Br)cc2)n[nH]c1=S | 22% | 10% | -4% | 5 | 6% | -1.1% | 2% | -3% | -5% | 1% | -14%
CCCN(CC(=O)Nc1ccccc1C)C(=O)COC(=O)c1cnc(C)cn1 | -2% | -1% | -8% | x | -4% | x | x | -8% | x | x | x
CCOC(=O)C1=CN(Cc2cccc(F)c2)S(=O)(=O)N(C)C1c1ccc(F)c(Cl)c1 (centres undefined) | 22% | -5% | 2% | x | 3% | -0.3% | 4% | 0% | -3% | -7% | 8%
c1nnc(NC2=NCCC2)s1 | 2% | 4% | -7% | 12 | 2% | 0.3% | -1% | -7% | 1% | -10% | 8%
CC(C)c1nnc(NC(=O)CCC(=O)N2CCN(c3ccc(F)cc3)CC2)s1 | 30% | -2% | -2% | 1 | 3% | 0.4% | -13% | -2% | 0% | -1% | -2%
COC(=O)C1=C(C)N(C)C(C)=C(C(=O)OC)C1c1ccsc1 | 41% | 3% | -4% | 5 | 3% | -0.4% | 27% | -34% | 13% | 0% | -8%
CCOc1ccc(/C=C/C(=O)Nc2cccc(C(C)=O)c2)cc1 | u | -2% | 0% | u | -5% | -0.8% | 3% | 57% | 7% | 2% | 27%
O=C(CCC(=O)N1CCN(c2ccc(C(F)(F)F)cn2)CC1)c1cccs1 | -10% | 4% | -5% | 16 | -1% | -0.2% | -15% | -6% | 0% | 4% | -3%
COc1ccc(/C=N/NC(=O)c2ccc(N(C)S(=O)(=O)c3ccccc3)cc2)cc1OC | 13% | -3% | -2% | 2 | 22% | -0.4% | -5% | -19% | 4% | -1% | -12%

No enrichment for hits; overall some 2.6% were active at least once.
